IL-2 act = IL-2 activation. activation, % (series mostly up to about 46 µM). hit rate 0.065% among 360,000. IL-2 activation reporter assay, cell-based qHTS; stimulated with anti-CD3/CD4/CD28 beads; in transgenic mouse T cells. AID 652025; in the data active = activation above about 50%; inconclusive = mostly about 30% to 49%; also: 0% is about no effect
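First, unstimulated transgenic mouse T cells were exposed to compound for 60 min. Next, anti-CD3/anti-CD4-coated beads with anti-CD28 were added. Finally, after 18 h at 37 degrees C, EGFP and DsRed were imaged.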
GLP1R cytotox = cytotoxicity in counter-screen for GLP-1R inverse agonists; HEK293 cAMP-luciferase reporter cells, luminescence, 24 h; Potency, µM (doses to about 38.3 µM), without a hit: at the highest dose activity change, negative = inhibition, hits mostly inhibitors; hit rate 0.13% among 410,000; AID 624418;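 also: loss of luciferase light is scored as toxicity; potency is read from the fitted curve at half-maximal effect; % is scaled to controls: 0 for no effect and ±100 for the full control effect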
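A 23 nL compound transfer followed 12 hours of cell culture at 37 deg C; exposure then lasted 24 hr. Luciferase assay detection reagent was dispensed and plates read for luminescence after a 12 min room-temperature wait.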
GLP1R ag = activates the human GLP-1 receptor; P43220; HEK293 GLP-1R CRE-luciferase, luminescence, 4-6 h; cells express a hypersensitive GLP-1R form; Potency, µM (top dose mostly 45.6 µM), inactives show at the top dose activation, most hits filed as activators; hit rate 0.007% among 380,000; AID 624172; also: potency is read from the fitted curve at half-maximal effect; % of control where 0% means no effect
D3 antag = D3 dopamine receptor (human) antagonism; P35462; max response, negative = inhibition, %; hit rate 2.5% among 360,000; D3R cells, DiscoveRx beta-arrestin luminescence, antagonist mode; active compounds read low; in the data active = max response below about -50%; inconclusive = no clear call, values can overlap the other calls; also: % is scaled to controls: 0 for no effect and ±100 for the full control effect; mostly tested at two doses, the higher about 12 µM
Target sequence (P35462 whole entry, looked up): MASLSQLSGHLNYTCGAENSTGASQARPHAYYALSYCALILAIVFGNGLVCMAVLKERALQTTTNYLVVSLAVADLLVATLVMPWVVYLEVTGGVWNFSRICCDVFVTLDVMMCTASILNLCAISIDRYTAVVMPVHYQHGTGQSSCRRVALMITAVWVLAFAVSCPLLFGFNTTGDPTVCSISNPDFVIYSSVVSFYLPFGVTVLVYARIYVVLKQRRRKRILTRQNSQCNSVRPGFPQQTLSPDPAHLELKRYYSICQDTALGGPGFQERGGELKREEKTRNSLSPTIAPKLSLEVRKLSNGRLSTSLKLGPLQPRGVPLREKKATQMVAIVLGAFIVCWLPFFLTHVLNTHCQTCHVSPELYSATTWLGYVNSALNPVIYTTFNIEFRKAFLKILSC
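Cells expressing the human receptor were seeded at 1500 cells/well, incubated overnight at 37 degrees C in 5% CO2, then exposed to library compounds with dopamine controls for 90 minutes at 37 degrees C before luminescent detection.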
GLP1R inv ag = inverse agonists of human GLP-1 receptor | P43220 | HEK293 GLP-1R CRE-luciferase, luminescence, 24 h; GLP-1R form is constitutively active | Potency, µM (doses to about 38.3 µM), without a hit: at the highest dose activity change, negative = inhibition, usual class: inhibitors | hit rate 1.6% among 410,000; also: potency is read from the fitted curve at half-maximal effect; % is scaled to controls: 0 for no effect and ±100 for the full control effect; nearly all actives have a fitted effect of over 55% in size
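qHTS in 1536-well format: reporter HEK293 cells expressing constitutive GLP-1R activity in DMEM + 10% Nu serum, 24 hr with compounds at 37 deg C, luminescence read after 12 min with detection reagent.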
WRN inhibitor = blocks human WRN helicase | hit rate 0.46% among 360,000 | WRN helicase unwinding, fluorescent forked duplex, kinetic | Q14191 | AID 651768 | Potency, µM (top dose mostly 114 µM), for the others: top-dose activity change, negative = inhibition, most hits filed as inhibitors; also: potency is read from the fitted curve at half-maximal effect; % is scaled to controls: 0 for no effect and ±100 for the full control effect; nearly all actives have a fitted effect of over 55% in size
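Fluorescence dequenching readout, ex 525 nm/em 598 nm, kinetic mode: forked duplex DNA (100 nM final) with adjacent fluorophore and quencher unwound by WRN (20 nM final) with 2 mM ATP. Compound preincubation 15 min, room temperature.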
PLK1 PBD inh = PLK1 (human) polo-box domain binding inhibition; Potency, µM, without a hit: max response, negative = inhibition, hits mostly inhibitors; Plk1 PBD binding of FITC phosphopeptide, fluorescence polarization; P53350; AID 720504; hit rate 2.8% among 360,000; also: potency is read from the fitted curve at half-maximal effect; series mostly up to about 57 µM; % is scaled to controls: 0 for no effect and ±100 for the full control effect; nearly all actives have a fitted effect of over 65% in size
Target sequence (P53350 whole entry, looked up, the tested form may be a part): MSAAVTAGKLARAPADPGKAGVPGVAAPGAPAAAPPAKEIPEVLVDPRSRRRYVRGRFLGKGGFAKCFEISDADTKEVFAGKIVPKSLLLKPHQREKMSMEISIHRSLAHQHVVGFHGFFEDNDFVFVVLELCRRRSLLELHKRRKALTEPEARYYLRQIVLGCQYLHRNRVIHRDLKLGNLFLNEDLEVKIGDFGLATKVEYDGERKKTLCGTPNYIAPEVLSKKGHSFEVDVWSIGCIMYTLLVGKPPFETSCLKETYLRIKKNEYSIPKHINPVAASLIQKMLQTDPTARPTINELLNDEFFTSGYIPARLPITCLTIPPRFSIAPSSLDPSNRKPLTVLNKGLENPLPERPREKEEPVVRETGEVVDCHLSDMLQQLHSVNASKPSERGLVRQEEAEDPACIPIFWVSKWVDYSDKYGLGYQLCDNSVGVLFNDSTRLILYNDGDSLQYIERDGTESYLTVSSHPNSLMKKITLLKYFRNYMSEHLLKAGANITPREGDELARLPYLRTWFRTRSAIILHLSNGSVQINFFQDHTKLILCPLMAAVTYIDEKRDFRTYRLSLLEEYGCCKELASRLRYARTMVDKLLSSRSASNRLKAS
DRD3 agonist = D3 dopamine receptor (human) agonism; D3R DiscoveRx beta-arrestin cells, luminescence, 90 min; max activation, %; hit rate 0.58% among 410,000; in the data active = max activation above about 30%; also: 0% is about no effect; mostly tested at two doses, the higher about 12 µM
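Cells at 1500/well, incubated overnight, then treated with pinned compounds (dopamine as control) for 90 min at 37 degrees C. DiscoveRx reagent added for 30 - 60 minutes at room temperature; luminescence read.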
PI5P4K alpha inh = PI5P4K alpha (human) kinase inhibition; max response, %; hit rate 1.2% among 330,000; PI5P4Kalpha enzyme, ADP-Glo luminescence, 60 min; active compounds read low; AID 652105; active = max response of -50% or lower; inconclusive = between -30% and -50%; inactive = -30% or higher; also: value at the top dose of about 77 µM; % is scaled to controls: 0 for no effect and ±100 for the full control effect
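Human PI5P4Kalpha with substrate in 0.038 M HEPES pH 7.4, 0.28 mM EGTA, 0.1% CHAPS, 5% DMSO; reaction started with 5 microM ATP (final), 60 min at room temperature. ADP formed read by ADP-Glo luminescence.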
* hit, by the source's call; u = inconclusive; x = no result given; & = joins results of further samples; ! = not confirmed by another sample; [ ] = dose if it differs, or a comment. Unless noted, calls follow the shape of the dose curve; as a rule, active = well fitted curve in the direction sought with a large enough effect; inconclusive = small, poorly fitted or top-dose-only effect, or another doubt; inactive = no such curve, though single readings can be large; an effect the other way counts as inactive or inconclusive. Compounds were not picked by outcome; any-hit rate near 7.8%.

SMILES | IL-2 act | GLP1R cytotox | GLP1R ag | D3 antag | GLP1R inv ag | WRN inhibitor | PLK1 PBD inh | DRD3 agonist | PI5P4K alpha inh
O=C1CC(NNc2ccccc2)C(=O)N1c1ccc(N2CCCCC2)cc1 (stereo unspecified) | -0.3 | -7% | 1% | -25 | u | -2% | -28% | -2 | -11
CC1CC(NC2=NCCS2)CC(C)(C)C1 (stereo unspecified) | -0.5 | -1% | 5% | 7 | -20% | 5% | 4% | -6 | 3
NNc1nc2ccc(F)cc2s1 | -4.0 | -8% | -6% | -1 | u | -1% | -24% | 5 | 3
NNC(=O)C1=NOC(CNc2ncc(C(F)(F)F)cc2Cl)C1 (stereo unspecified) | 0.8 | 8% | -6% | -4 | -8% | 1% | -1% | -8 | 16
COCCOC(=O)C1=C(C)OC(N)=C(C#N)C1c1cc2cccc(C)c2nc1Cl (stereo unspecified) | -1.2 | -1% | 3% | -7 | 2% | -19% | -17% | 1 | 1
Nn1c(SCc2cccc(Cl)c2)nnc1-c1ccncc1 | -3.5 | 4% | 5% | 5 | 7% | -3% | 1% | 16 | 9
Cc1cccc(NC(=S)NC(=O)c2ccc(Br)o2)c1C | 0.1 | -15% | 12% | -16 | -25% | 0% | -3% | -4 | -9
N#Cc1c(-c2ccccc2)nc(-c2ccccc2)nc1N1CCOCC1 | -0.2 | 8% | 21% | 44 | -1% | -2% | -8% | -12 | -8
N#Cc1ccccc1C[C@H](N)C(=O)NC[C@H]1O[C@@H](n2ccc(N)nc2=O)[C@H](O)[C@@H]1O | 6.9 | 2% | 12% | 20 | -5% | -10% | 3% | -7 | 6
CCCn1c(NC(=O)CCNC(=O)c2ccccc2Cl)nc2ccccc21 | 2.6 | -9% | 7% | -12 | 10% | 0% | 2% | 15 | -1
COc1ccc(-c2c(C)nn3c(C)cc(C)nc23)cc1 | 3.0 | 6% | 20% | 4 | 13% | -21% | u | 1 | 2
Cc1cc(OCC(=O)Nc2cccnc2)c2c(C)cc(=O)oc2c1 | -3.3 | 1% | 1% | 16 | 21% | 3% | -4% | 3 | -3
O=C(Nc1ccccn1)c1ccc(Cl)c(S(=O)(=O)N2CCCCCC2)c1 | -1.6 | -6% | 18% | -3 | u | -7% | -11% | -14 | 5
CC1CCCCN1S(=O)(=O)c1ccc(C(=O)N2CCOCC2)cc1 (stereo unspecified) | 0.4 | -3% | 4% | 0 | 0% | 6% | 0% | -2 | 0
CCCc1nnc(SCC(=O)N2CCCC2)n1Cc1ccco1 | -1.1 | 6% | 7% | 4 | 7% | -1% | -6% | 2 | 5
Oc1ccc(/C=N/n2c(COc3ccccc3)n[nH]c2=S)cc1O | -3.3 | 169%[activator] | 7% | -16 | 81%[activator] | u | 21µM* | 10 | -23
COc1ccc(-c2cc3nc(NCCN4CCCC4)n(C)c(=O)c3s2)cc1OC | 1.1 | 16% | 12% | -24 | -10% | -3% | -8% | -6 | 0
CC(C)CCC1(CCNC(C)c2cccs2)CCOC(C)(C)C1 (stereo unspecified) | -3.6 | 0% | 6% | -2 | 7.1µM* | 7% | -1% | -7 | 0
CCNc1nc(NC(C)C)nc(N(C#N)Cc2ccccc2)n1 | 1.2 | -12% | 19% | u | -20% | -19% | 0% | -4 | -5
CCN1CCN(Cc2ccc(NC(=O)c3cc(NC(=O)c4cnnc5ccccc45)cc(OC)c3)cc2C(F)(F)F)CC1 | -4.7&-0.7 | u | 2%&-4% | u | 8.9µM*! | -12%&-5% | -29%&1% | -11&-24 | -25&6

Part of the list above, with values under each structure.
Every second line gives: IL-2 act | GLP1R cytotox | GLP1R ag | D3 antag | GLP1R inv ag | WRN inhibitor | PLK1 PBD inh | DRD3 agonist | PI5P4K alpha inh
Cc1cc(OCC(=O)Nc2cccnc2)c2c(C)cc(=O)oc2c1
 : -3.3 | 1% | 1% | 16 | 21% | 3% | -4% | 3 | -3
O=C(Nc1ccccn1)c1ccc(Cl)c(S(=O)(=O)N2CCCCCC2)c1
 : -1.6 | -6% | 18% | -3 | u | -7% | -11% | -14 | 5
CC1CCCCN1S(=O)(=O)c1ccc(C(=O)N2CCOCC2)cc1 (stereo unspecified)
 : 0.4 | -3% | 4% | 0 | 0% | 6% | 0% | -2 | 0
CCCc1nnc(SCC(=O)N2CCCC2)n1Cc1ccco1
 : -1.1 | 6% | 7% | 4 | 7% | -1% | -6% | 2 | 5
Oc1ccc(/C=N/n2c(COc3ccccc3)n[nH]c2=S)cc1O
 : -3.3 | 169%[activator] | 7% | -16 | 81%[activator] | u | 21µM* | 10 | -23
COc1ccc(-c2cc3nc(NCCN4CCCC4)n(C)c(=O)c3s2)cc1OC
 : 1.1 | 16% | 12% | -24 | -10% | -3% | -8% | -6 | 0

The list continues.
SMILES | IL-2 act | GLP1R cytotox | GLP1R ag | D3 antag | GLP1R inv ag | WRN inhibitor | PLK1 PBD inh | DRD3 agonist | PI5P4K alpha inh
COC(=O)[C@@]12C[C@@H](CC(=O)N3CCN(C(=O)c4ccco4)CC3)C(=O)N(Cc3cccc4ccccc34)C1=CCC(C)(C)C2 | -0.9 | -9% | x | u | u | -5% | -14% | -15 | -2
COc1cccc(C(O)c2nc(-c3cccc(CO)c3)cs2)c1 (stereo unspecified) | -0.1 | -5% | 2% | 10 | 8% | 1% | 4% | 8 | -4
CC(C)NC(=O)C1(C)CCN1Cc1ccc(C(F)(F)F)cc1 (stereo unspecified) | -0.5 | 6% | 11% | 0 | -2% | 12%[57.1 µM] | -12% | -4 | -1
C[C@H](O)[C@@H]1C(=O)N2CCc3c([nH]c4ccccc34)[C@@H]2C[C@@H]1N(C)C(=O)c1ccco1 | -0.7 | 7% | 2% | 1 | 3% | 0% | -19% | -2 | 0
CCOc1ccccc1N(CC(=O)N1CCCCCC1)S(=O)(=O)c1ccc(C)cc1 | -4.2 | -8% | 12% | 3 | 4% | -25% | -9% | -11 | -1
COc1cc(Br)cc(Br)c1OCC(=O)N/N=C/c1c(C)n(C)n(-c2ccccc2)c1=O | -1.3 | 10% | -2% | -12 | 0% | 0% | -4% | 8 | 1
CCCc1ccc(-c2cc(N)n[nH]2)cc1 | -2.6 | -28% | 1% | -7 | 1% | 13% | -6% | 0 | -4
O=C(NC1CCCC1)c1cc2nc(-c3ccccc3)cc(-c3ccccc3)n2n1 | 3.7 | -3% | 5% | 14 | -28% | -2% | 2% | 4 | 1
Cc1noc(NS(=O)(=O)c2ccc(N3Cc4ccccc4C3=O)cc2)c1C | -0.4 | -6% | 7% | -23 | 231%[activator] | -25% | -1% | 3 | x
O=C(CSc1nnnn1Cc1ccccc1)NCC(=O)c1ccccc1 | -1.1 | u | -3% | -11 | -16% | -8% | 1% | 4 | x
CCn1c(COc2cccc(OC)c2)nnc1SCC(=O)Nc1cc(OC)ccc1OC | -1.7 | 1% | 4% | 29 | 5% | 2% | -2% | 1 | x
Cc1ccc(OCC(=O)Nc2cc(S(=O)(=O)N3CCOCC3)ccc2N2CCCC2)cc1 | -5.7 | -5% | 1% | 0 | -19% | -6% | -4% | 7 | 9
CCOc1ccc(-c2nnc(-c3ccco3)o2)cc1OCC | -1.3 | 5% | u | 1 | 105%[activator] | 2% | -7% | 3 | -2
C=C1C(=O)[C@]23C[C@H]1CCC2[C@]1(C)C(=O)CC[C@@](C)(C(=O)O)C1C[C@@H]3O (stereo partly specified) | -1.0 | -31% | -3% | -18 | u | -33% | -29% | -5 | -3
CCC(Sc1ncccc1C(=O)O)C(=O)N1CCOCC1 (stereo unspecified) | -0.5 | -20% | -12% | 4 | -40% | 0% | -11% | 3 | x
Cc1ccc(NC(=O)COC(=O)c2ccc(C)c(S(=O)(=O)N3CCOCC3)c2)cc1 | -4.9 | 5% | -15% | 9 | -2% | -4% | 1% | 0 | -1
CC1CCC2(CC1)NC(=O)N(CC(=O)Nc1cccc(S(=O)(=O)N3CCCC3)c1)C2=O (stereo unspecified) | -0.4 | 2% | -3% | 11 | -5% | 3% | -1% | 1 | -1
CN(Cc1nccs1)C(=O)C1CCC(=O)N(CCc2ccc(Cl)cc2)C1 (stereo unspecified) | -4.4 | -9% | 0% | 20 | 20% | 2% | 0% | 5 | -2
O=C1CCC[C@@H]2[C@H](Cc3ccccc3)[C@@H](O)C[C@@H]3CCN1[C@@H]32 | -0.1 | -12% | -2% | 4 | 6% | 7% | 3% | 2 | -8
CCOC(=O)C1=C(C)Nc2ccccc2N=C1NC(=O)/C=C/c1ccc(OC)cc1OC | 2.6 | 3% | 0% | -6 | 3% | -7% | -3% | 2 | 3
Cc1ccccc1Cn1c2ccccc2c2cnn(CC(=O)NCCCN3CCN(C)CC3)c(=O)c21 | -2.0 | u | 9% | -7 | u | 0% | -13% | -8 | -1
CCN(CC)CCNC(=O)c1ccc(Cl)c(S(=O)(=O)Nc2ccccc2OC)c1 | -2.1 | -14% | 1% | -22 | u | 6% | 24µM* | -10 | -10
CCCOc1ccc(C2C(C(=O)c3ccco3)=C(O)C(=O)N2CCCn2ccnc2)cc1OC (stereo unspecified) | 0.1 | 6% | -3% | -20 | 10% | 4% | 1% | -7 | 3
CCN(CC)c1ccc(/C=N/NS(=O)(=O)c2ccc(CNC(C)=O)cc2)cc1 | -2.2 | 8% | 3% | -9 | -1% | -11%[57.1 µM] | 2% | 7 | -2

Quoted at random: two records from the list, in no set order.
SMILES | IL-2 act | GLP1R cytotox | GLP1R ag | D3 antag | GLP1R inv ag | WRN inhibitor | PLK1 PBD inh | DRD3 agonist | PI5P4K alpha inh
COc1ccc(-c2c(C)nn3c(C)cc(C)nc23)cc1 | 3.0 | 6% | 20% | 4 | 13% | -21% | u | 1 | 2
O=C1CCC[C@@H]2[C@H](Cc3ccccc3)[C@@H](O)C[C@@H]3CCN1[C@@H]32 | -0.1 | -12% | -2% | 4 | 6% | 7% | 3% | 2 | -8

Bioassay records from PubChem.
